F508del corr: correctors of CFTR F508del function in bronchial epithelial cells; 350,000 compounds, 0.36% hits; CFBE cells, YFP halide quenching; stimulated with forskolin plus potentiator P3; % fluorescence drop versus neutral controls; AID 720511; activity (quench increase), % at 7.58 µM;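 active = mean added fluorescence quench of at least 8% versus neutral control, with both replicates also reaching 8%; inconclusive = only one of the mean or replicate conditions met; inactive = mean below 8% and not both replicates reaching 8%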;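 also: cells transiently co-express mutant CFTR-F508del with the halide-sensitive YFP; corrector assay measuring rescue of mutant channel to the surface after 24 h compound exposure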
SIRT5 block: inhibitors of human sirtuin-5 desuccinylase; Q9NXA8; Purified SirT5, succinyl-peptide AMC, trypsin-coupled fluorescence; inhibition, % at 15 µM; 330,000 compounds, 1.1% hits; in the data active = inhibition above about 15%; inconclusive = no clear call, values can overlap the other calls
Target sequence (Q9NXA8 whole entry, looked up): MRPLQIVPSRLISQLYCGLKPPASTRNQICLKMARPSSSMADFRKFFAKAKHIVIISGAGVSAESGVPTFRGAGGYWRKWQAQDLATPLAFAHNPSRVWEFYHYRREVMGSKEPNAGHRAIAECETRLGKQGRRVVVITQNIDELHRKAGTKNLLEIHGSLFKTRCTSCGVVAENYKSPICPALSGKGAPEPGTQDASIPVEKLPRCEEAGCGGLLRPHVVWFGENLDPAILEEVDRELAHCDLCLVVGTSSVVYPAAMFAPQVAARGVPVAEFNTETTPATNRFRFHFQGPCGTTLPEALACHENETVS
DENV2 CPE: inhibitors of DENV2 cytopathic effect | DENV2-infected cells, cytopathic effect rescue, plate reader | CPE inhibition, % at 9.99 µM | 350,000 compounds, 1.7% hits | AID 651640; in the data active = CPE inhibition above about 20%, passing the limit was not always enough; inconclusive = no clear call, values can overlap the other calls; tested in BHK-21 cells;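 also: 0% = median of neutral control wells and 100% = median of positive control wells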
Casp6 inh: inhibitors of human caspase-6 | purified caspase-6, Z-VEID-R110 cleavage fluorescence | P55212 | 350,000 compounds, 0.53% hits | AID 686996 | inhibition, % at 12.5 µM;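 active = mean inhibition across replicates at least about 35%, with every replicate also reaching that limit, limit read from the data; inconclusive = only one of the two criteria met; inactive = neither criterion met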;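 also: 0% = median of neutral control wells and 100% = no fluorescence left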
Target sequence (P55212 24-179 limits assumed): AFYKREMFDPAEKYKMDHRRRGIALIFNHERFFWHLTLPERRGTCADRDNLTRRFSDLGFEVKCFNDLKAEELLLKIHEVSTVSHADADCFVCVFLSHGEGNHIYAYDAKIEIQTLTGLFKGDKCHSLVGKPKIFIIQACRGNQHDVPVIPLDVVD
Target sequence (P55212 194-293 limits assumed): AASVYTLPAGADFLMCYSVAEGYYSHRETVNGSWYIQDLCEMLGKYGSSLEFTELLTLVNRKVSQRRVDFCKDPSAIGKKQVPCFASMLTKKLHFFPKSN
ERAP1 HTS inh: blocks human ERAP1 aminopeptidase activity; recombinant ERAP1, Leu-AMC fluorescence, 60 min; inhibition, % at 10.7 µM; AID 652197; 340,000 compounds, 0.15% hits; Q9NZ08;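 active = mean replicate inhibition of at least 30%, or all replicates individually reaching that 30% level; inactive = mean below 30% and not every replicate reaching it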;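 also: 0% = neutral control wells and 100% = L-leucinethiol positive control wells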
miR122 inh: inhibitors of miR-122 in Huh7 cells. Huh7 miR-122 Renilla luciferase sensor, 48 h; neutral wells = 0, positive control = 100. activation (reporter increase), % at 12.5 µM. 340,000 compounds, 0.3% hits;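 active = mean replicate activation score at least 90 and every replicate individually at or above 90; inconclusive = only one of the two criteria met; inactive = neither criterion met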;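 also: higher luciferase means less miR-122 activity so hits act as miR-122 inhibitors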
ERp5 block: blocks human ERp5 reductase activity on insulin | inhibition, % at 9.99 µM | 350,000 compounds, 0.05% hits | Q15084 | ERp5 insulin aggregation, absorbance 650 nm, 90 min;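 active = mean replicate inhibition above about 25%, with every replicate also reaching it, limit read from the data, passing the limit was not always enough; inconclusive = only one of those two criteria met; inactive = neither criterion met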
The depositor's hits bear a star; ? = inconclusive; nt = not tested or not shown; [ ] = remark or other dose.

#	SMILES	F508del corr	SIRT5 block	DENV2 CPE	Casp6 inh	ERAP1 HTS inh	miR122 inh	ERp5 block
1	CC(C)Oc1ccc(C(=O)NCC(=O)O)cc1	3.3	-2	5	-2	2	-6	-3
2	COc1ccc(N2C(=O)NC(=O)C2=O)cc1	-3.7	-4	1	0	2	4	-2
3	Cc1cc(C)n(CCNC(=O)C2CCC(=O)N(Cc3ccc(Cl)cc3)C2)n1 (stereo not given)	-2.3	-5	7	63*	0	-2	2
4	CC1=C(C(=O)Nc2ccc(F)cc2)C(c2cccc(C)c2)n2nc(CCCO)nc2N1 (stereo not given)	-0.6	nt	-3	-2	nt	-9	4
5	Cc1cc(C)cc(C(=O)NCC(=O)NCCc2c[nH]c3ccccc23)c1	1.3	-3	7	2	-4	-2	6
6	Cc1ccc(S(=O)(=O)N(CC(=O)NCc2ccncc2)Cc2ccccc2F)cc1	0.8	nt	3	-1	-6	8	2
7	CC(CC(=O)N1CCc2ccccc21)S(=O)(=O)c1ccc2c(c1)NC(=O)CO2 (stereo not given)	0.1	14	-6	0	-1	-2	nt
8	Cc1nnc(NC(=O)CN2C(=O)NC3(CCCC3)C2=O)s1	-1.4	4	1	0	-3	nt	15
9	CNC[C@H]1Oc2ccc(NC(=O)Nc3ccc(F)cc3)cc2C(=O)N([C@H](C)CO)C[C@H]1C	0.5	0	?	1	1	-5[16.7 µM]	-6
10	CCOC(=O)CNC(=O)c1cc(OC)cc(OC)c1	2.7	-1	-2	1	12	-1	1
11	COc1ccc(S(=O)(=O)N(C)C)cc1NC(=O)CCNC(=O)c1ccco1	0.3	-3	6	0	-2	nt	2
12	CCN(C1CCCCC1)S(=O)(=O)c1cc2c3c(c1)CCN3C(=O)CC2	-0.5	2	10	5	3	8	3
13	COc1ccnc(-n2cccc2C#N)c1C#N	-0.7	-4	-4	-2	6	nt	-2
14	COc1ccc(CNC(=O)c2nc(S(=O)(=O)Cc3ccccc3)ncc2Cl)cc1	4.0	21*	1	4	-2	-2	4
15	COc1ccc(C2CC(c3ccccc3)=NN2C(=O)COC(=O)c2nc3nc(C)cc(C)n3n2)cc1 (stereo not given)	-0.3	2	14	-3	2	nt	7
16	O=C(NC1CCCC1)N1CCCCN2[C@@H](CO)[C@@H](c3ccc(-c4ccncc4)cc3)[C@@H]2C1	-4.6	4	-6	0	-1	10[16.7 µM]	-5
17	CC(C)OC(=O)/C(C#N)=C/c1cn(C)c2ccccc12	-1.6	-2	9	-1	1	nt	4
18	CCCCNC(=O)C1c2ccccc2Oc2ccccc21	2.2	-4	3	0	4	nt	5
19	CC(C)Nc1nc(Cl)nc(NN(C)c2nc(N(C)C)nc(N(C)C)n2)n1	nt	nt	-3	0	-2	1	2
20	COc1ccc2c3c(n(C)c2c1)[C@H](CO)N(Cc1nccs1)CC31CN(C(C)=O)C1	3.1	nt	-7	nt	-6	nt	7

18 compounds from above, sorted by formula weight, descending.
#	SMILES	F508del corr	SIRT5 block	DENV2 CPE	Casp6 inh	ERAP1 HTS inh	miR122 inh	ERp5 block
9	CNC[C@H]1Oc2ccc(NC(=O)Nc3ccc(F)cc3)cc2C(=O)N([C@H](C)CO)C[C@H]1C	0.5	0	?	1	1	-5[16.7 µM]	-6
16	O=C(NC1CCCC1)N1CCCCN2[C@@H](CO)[C@@H](c3ccc(-c4ccncc4)cc3)[C@@H]2C1	-4.6	4	-6	0	-1	10[16.7 µM]	-5
14	COc1ccc(CNC(=O)c2nc(S(=O)(=O)Cc3ccccc3)ncc2Cl)cc1	4.0	21*	1	4	-2	-2	4
6	Cc1ccc(S(=O)(=O)N(CC(=O)NCc2ccncc2)Cc2ccccc2F)cc1	0.8	nt	3	-1	-6	8	2
20	COc1ccc2c3c(n(C)c2c1)[C@H](CO)N(Cc1nccs1)CC31CN(C(C)=O)C1	3.1	nt	-7	nt	-6	nt	7
4	CC1=C(C(=O)Nc2ccc(F)cc2)C(c2cccc(C)c2)n2nc(CCCO)nc2N1 (stereo not given)	-0.6	nt	-3	-2	nt	-9	4
7	CC(CC(=O)N1CCc2ccccc21)S(=O)(=O)c1ccc2c(c1)NC(=O)CO2 (stereo not given)	0.1	14	-6	0	-1	-2	nt
11	COc1ccc(S(=O)(=O)N(C)C)cc1NC(=O)CCNC(=O)c1ccco1	0.3	-3	6	0	-2	nt	2
3	Cc1cc(C)n(CCNC(=O)C2CCC(=O)N(Cc3ccc(Cl)cc3)C2)n1 (stereo not given)	-2.3	-5	7	63*	0	-2	2
19	CC(C)Nc1nc(Cl)nc(NN(C)c2nc(N(C)C)nc(N(C)C)n2)n1	nt	nt	-3	0	-2	1	2
12	CCN(C1CCCCC1)S(=O)(=O)c1cc2c3c(c1)CCN3C(=O)CC2	-0.5	2	10	5	3	8	3
5	Cc1cc(C)cc(C(=O)NCC(=O)NCCc2c[nH]c3ccccc23)c1	1.3	-3	7	2	-4	-2	6
8	Cc1nnc(NC(=O)CN2C(=O)NC3(CCCC3)C2=O)s1	-1.4	4	1	0	-3	nt	15
18	CCCCNC(=O)C1c2ccccc2Oc2ccccc21	2.2	-4	3	0	4	nt	5
17	CC(C)OC(=O)/C(C#N)=C/c1cn(C)c2ccccc12	-1.6	-2	9	-1	1	nt	4
1	CC(C)Oc1ccc(C(=O)NCC(=O)O)cc1	3.3	-2	5	-2	2	-6	-3
13	COc1ccnc(-n2cccc2C#N)c1C#N	-0.7	-4	-4	-2	6	nt	-2
2	COc1ccc(N2C(=O)NC(=O)C2=O)cc1	-3.7	-4	1	0	2	4	-2

Casp6 inh: entries above that show a hit.
#	SMILES	F508del corr	SIRT5 block	DENV2 CPE	Casp6 inh	ERAP1 HTS inh	miR122 inh	ERp5 block
3	Cc1cc(C)n(CCNC(=O)C2CCC(=O)N(Cc3ccc(Cl)cc3)C2)n1 (stereo not given)	-2.3	-5	7	63*	0	-2	2

Continued.
#	SMILES	F508del corr	SIRT5 block	DENV2 CPE	Casp6 inh	ERAP1 HTS inh	miR122 inh	ERp5 block
21	CCCn1c(N)c(N(CCOC)C(=O)COC(=O)CSc2cc(C)c3ccccc3n2)c(=O)[nH]c1=O	-3.3	3	-4	5	7	nt	-1
22	COc1ccc(NC(=O)N(C)C[C@H]2Oc3ccc(NS(=O)(=O)c4ccccc4)cc3CC(=O)N([C@@H](C)CO)C[C@H]2C)cc1	-2.4	5	5	-1	-1	11[16.7 µM]	1
23	COCCN(C[C@@H]1[C@@H](c2ccccc2)[C@H](CO)N1C(=O)C1CC1)C(C)=O	0.5	2	-15	-1	4	-7[16.7 µM]	-2
24	NC(Cc1ccc(C(F)(F)F)cc1)c1csc(Nc2cc(NCc3ccco3)ncn2)n1 (stereo not given)	-0.6	nt	14	-2	2	4	2
25	O=C(C[C@H]1CC[C@@H]2[C@H](COC[C@H](O)CN2C(=O)Nc2ccccc2)O1)NC1Cc2ccccc2C1	-2.2	-6	8	-1	1	-6[16.7 µM]	3
26	CC(=O)N1[C@@H]2c3ccc(-c4cccnc4)c(=O)n3C[C@H]1[C@H](CO)[C@H]2C(=O)N1CCc2ccccc2C1	nt	-42	-1	-2	-3	nt	2
27	O=C1CSC(=S)N1c1cccc(F)c1	1.4	-2	2	3	-3	-7	6
28	CCN(CC)CCN(C)C1CCC(c2ccccc2)CC1 (stereo not given)	-0.7	3	17	-14	-2	nt	3
29	Cc1ccc(C(C)NC(=S)NC2CCCCC2)c(C)c1 (stereo not given)	-1.7	-1	1	-2	-6	nt	1
30	O=C(C[C@H]1C=C[C@H](NC(=O)C2CCC2)[C@@H](CO)O1)Nc1nccs1	-0.2	1	6	1	1	nt	6
31	COc1cccc2c1O/C(=N\O)C(C(=O)Nc1ccc(C)cc1)C2 (stereo not given)	4.3	-1	6	-3	-1	30	4
32	CC(C)NC(=O)N(C)C[C@H]1Oc2c(NS(C)(=O)=O)cccc2C(=O)N([C@@H](C)CO)C[C@@H]1C	-2.1	-3	-6	-7	5	40[16.7 µM]	2
33	Nc1ccc(S(=O)(=O)NCc2ccccn2)cc1	-1.3	-10	6	-7	4	1	1
34	O=C(Nc1ccc2c(c1)OCO2)c1ccc2sc([C@@H]3O[C@H](CO)[C@@H](O)[C@H]3O)nc2c1	0.0	nt	2	1	0	-7	2
35	O=C(NCC1CCCO1)c1ccc(CSCc2cccc(F)c2)o1 (stereo not given)	-1.0	1	1	5	nt	2	2
36	Cc1cc(=O)oc(C)c1C(=O)NC1CCCCCCC1	0.1	-6	-2	-1	2	nt	-3
37	CCOC(=O)C1=C(N)Oc2ccc3ccccc3c2C1c1cccc(O)c1 (stereo not given)	-8.6	-1	?	-2	3	nt	8
38	CCCOc1cccc(C2C(C(=O)c3ccc(C)o3)=C(O)C(=O)N2c2nc(C)c(C(C)=O)s2)c1 (stereo not given)	2.8	0	0	2	-1	nt	2
39	COc1ccc(/C=C(\NC(=O)c2ccccc2)C(=O)NC2CCS(=O)(=O)C2)cc1 (stereo not given)	0.6	1	-1	1	nt	-3	1
40	CC(=O)c1cccc(CN2CCCC(C(=O)c3ccc4c(c3)OCO4)C2)c1 (stereo not given)	nt	2	5	0	3	nt	5
41	NC(Cc1ccc(C(F)(F)F)cc1)c1csc(Nc2ncccn2)n1 (stereo not given)	4.3	-1	-3	2	3	nt	3
42	COCC(=O)Nc1ccc2c(c1)[C@@H]1C[C@H](CC(=O)NCc3cc(F)ccc3F)O[C@H](CO)[C@@H]1O2	1.9	nt	-4	nt	nt	27[16.7 µM]	nt
43	COc1cccc(NC(=O)C(NCCc2ccc(S(N)(=O)=O)cc2)c2ccccc2)c1 (stereo not given)	4.0	-43	-2	8	-6	-12	5
44	CCC(=O)N1CCCCN2[C@H](CO)[C@H](c3ccc(-c4cccc(C(=O)N(C)C)c4)cc3)[C@H]2C1	-0.9	0	-6	0	-3	0[16.7 µM]	1
45	CCOc1nc(NCCO)nc(Nc2ccccc2F)n1	1.2	0	0	2	1	nt	-3
46	Cc1ccc(NS(=O)(=O)c2cccc(C(=O)N3CCN(c4ncccn4)CC3)c2)cc1	1.5	-1	-2	0	-2	2	-6
47	Cc1ccc(C(=O)N2CCC(C(=O)Nc3cccc([N+](=O)[O-])c3)CC2)cc1	-0.1	2	5	3	0	-3	3
48	Cc1ccc(NC(=O)Nc2ccc3c(c2)C(=O)N(C)[C@@H]2CC[C@@H](CC(=O)O)O[C@H]2CO3)cc1	-0.5	0	-7	1	1	-3[16.7 µM]	1
49	O=C(C[C@H]1C[C@H]2c3cc(NC(=O)NC4CCCCC4)ccc3O[C@H]2[C@H](CO)O1)NCCc1ccccc1	1.6	0	-2	2	-6	nt	-3
50	CCCCN(CC)C(=O)CSc1nc2n[nH]c(C)c2c(=N)n1-c1cccc(C)c1	nt	-3	-8	-1	6	nt	2
51	O=C(NC(=S)Nc1ccccc1Br)c1cccnc1	-2.7	-2	1	-1	5	-2	1
52	CCCNC(=O)c1ccc(COc2ccc(C)cc2)o1	-1.0	0	0	1	0	2	-2
53	CC(=O)N(C)C[C@@H]1Oc2ncc(C#C[C@H](C)O)cc2C(=O)N([C@@H](C)CO)C[C@@H]1C	1.9	7	-5	0	-5	-8[16.7 µM]	-1

Screens deposited in PubChem by Broad Institute.
